PrPC TRFRET: cell surface PrPC inhibition, primary TR-FRET screen. 370,000 tested, 0.43% active. TR-FRET read-out. AID 720596. P04156. inhibition, % at 13.8 µM; in the data active means inhibition above about 24%; further: 0% = median of the test wells and 100% = reference compound wells
Rv3671c inh: inhibitors of M. tuberculosis serine protease Rv3671c. P9WHR9. 320,000 tested, 0.048% active. inhibition, % at 5.96 µM; in the data active means inhibition above about 38%;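 further: extracellular domain of Rv3671c used as enzyme; 0% = enzyme with DMSO and 100% = no enzyme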
Target sequence (P9WHR9 whole entry, looked up, the tested form may be a part): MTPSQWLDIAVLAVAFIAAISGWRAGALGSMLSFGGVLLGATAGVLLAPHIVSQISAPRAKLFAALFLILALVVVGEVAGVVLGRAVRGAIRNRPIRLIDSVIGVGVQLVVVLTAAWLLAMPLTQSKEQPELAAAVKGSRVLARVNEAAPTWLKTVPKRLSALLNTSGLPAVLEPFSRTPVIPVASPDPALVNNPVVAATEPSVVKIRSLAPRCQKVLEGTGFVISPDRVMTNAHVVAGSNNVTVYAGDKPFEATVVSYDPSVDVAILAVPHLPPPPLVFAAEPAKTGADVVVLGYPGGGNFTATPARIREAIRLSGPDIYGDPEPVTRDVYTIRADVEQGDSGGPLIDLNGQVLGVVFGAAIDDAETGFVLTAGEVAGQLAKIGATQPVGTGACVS
3CLpro inhibitor: SARS-CoV 3CLpro protease inhibition | P0C6X7 | recombinant SARS-CoV 3CLpro, quenched FRET peptide cleavage | inhibition, % at 6 µM | 290,000 tested, 0.14% active | AID 1706; in the data active means inhibition above about 12%
BoNT-A LC inh2: blocks Botulinum neurotoxin A light chain protease; multiplex microsphere protease substrate cleavage, flow cytometry; inhibition, % at 10 µM; 360,000 tested, 0.17% active; further: plate controls were buffer without enzyme for full effect and enzyme alone for no effect
MazF activator: increases E. coli MazEF RNase cleavage of RNA; AID 504720; P0AE70; FAM/BHQ RNA-DNA oligo cleavage fluorescence, 5 h; activation, % at 20 µM; 350,000 tested, 0.32% active; in the data active means activation above about 50%
Target sequence (P0AE70 whole entry, looked up): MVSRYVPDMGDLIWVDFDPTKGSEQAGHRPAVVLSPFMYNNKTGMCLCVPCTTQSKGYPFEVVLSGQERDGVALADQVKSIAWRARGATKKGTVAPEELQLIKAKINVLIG
CCHFV vOTU inh: blocks the CCHF virus ovarian tumor domain protease. CCHFV vOTU protease, Pep-AMC fluorescence. inhibition, % at 11.5 µM. 370,000 tested, 0.55% active; in the data active means inhibition above about 30%; further: 0% = vehicle wells with enzyme and 100% = no enzyme wells
SSB-PriA inh: inhibitors of Klebsiella pneumoniae PriA binding to SSB C-terminal tail; inhibition, % at 33 µM; AlphaScreen SSBct-PriA binding, biotinylated peptide; 430,000 tested, 0.6% active; in the data active means inhibition mostly above about 37%, no sharp cut-off; inactive means mostly below about 20%;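 further: plate controls were negative control peptide for no effect and reference peptide for full effect; strong numbers were not always called active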
Anthrax LF inh2: inhibitors of Bacillus anthracis lethal factor protease; P15917; multiplex microsphere protease cleavage assay, LF; inhibition, % at 10 µM; 360,000 tested, 0.12% active; AID 588501; further: plate controls were buffer without enzyme for full effect and enzyme alone for no effect
DUSP3 inh: inhibitors of human VHR1 phosphatase (DUSP3); P51452; inhibition, % at 13.3 µM; recombinant VHR phosphatase, pNPP absorbance; 290,000 tested, 0.52% active; in the data active means inhibition above about 50%; further: some compounds called inactive have numbers as strong as hits
Target sequence (P51452 whole entry, looked up): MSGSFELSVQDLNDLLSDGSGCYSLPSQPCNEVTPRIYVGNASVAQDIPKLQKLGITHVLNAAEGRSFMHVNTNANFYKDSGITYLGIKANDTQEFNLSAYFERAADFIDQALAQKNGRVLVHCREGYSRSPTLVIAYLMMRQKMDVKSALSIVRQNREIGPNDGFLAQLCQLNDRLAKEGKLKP
BoNT F protease: blocks Botulinum neurotoxin F light chain protease. 360,000 tested, 0.22% active. Multiplex microsphere protease cleavage assay, flow cytometry. inhibition, % at 10 µM; in the data active means inhibition above about 35%, passing the limit was not always enough; further: plate controls were buffer without enzyme for full effect and enzyme alone for no effect
* marks the source's active call; other numbers are inactive results. Unless noted, no stated cut-off is given here; in the data, active means inhibition above about 30%; inconclusive means no clear call, values can overlap the other calls; inactive means below that. The list is partial; count on the stated rates, not on these rows.

How did COc1ccccc1CC(=O)NNC(=O)c1cccs1 do in these assays?
PrPC TRFRET: 3; Rv3671c inh: 0; 3CLpro inhibitor: 2; BoNT-A LC inh2: -0.6; MazF activator: 5; CCHFV vOTU inh: -10; SSB-PriA inh: -1; Anthrax LF inh2: -4; DUSP3 inh: 3; BoNT F protease: 0

Results for CCCNC(=O)C1(C)CCCN(Cc2ccc(-n3ccnc3)cc2)C1 (centres undefined) ?
PrPC TRFRET: 1; BoNT-A LC inh2: 0.3; CCHFV vOTU inh: 10; Anthrax LF inh2: -6; BoNT F protease: -1

What do the screens show for `O=C(Nc1ccccc1)N1CCN(c2ccccc2)CC1`?
PrPC TRFRET: 0; BoNT-A LC inh2: 0.7; MazF activator: 5; CCHFV vOTU inh: 0; SSB-PriA inh: -3; Anthrax LF inh2: 3; BoNT F protease: -4

Results for Cc1ccc(C(=O)N2CCC3(CC2)Oc2ccc(F)cc2C(=O)C32CC(c3cccnc3)=NO2)s1 (centres undefined) ?
PrPC TRFRET: -1; Rv3671c inh: -5; BoNT-A LC inh2: -0.5; MazF activator: -5; CCHFV vOTU inh: 4; SSB-PriA inh: -3; Anthrax LF inh2: 1; DUSP3 inh: -8; BoNT F protease: 5

How did CCCN(CCC)C(=O)Cn1c(=O)n(CCCCCC(=O)Nc2ccccc2)c(=O)c2sccc21 do in these assays?
PrPC TRFRET: -3; Rv3671c inh: 4; 3CLpro inhibitor: 1; BoNT-A LC inh2: 0.1; MazF activator: 5; CCHFV vOTU inh: 1; SSB-PriA inh: -5; Anthrax LF inh2: 0; DUSP3 inh: 16; BoNT F protease: 3

What do the screens show for `CC(=O)c1cc(NC(=O)c2ccc(C)cc2)c(=O)oc1/C=C/N(C)C`?
PrPC TRFRET: 3; Rv3671c inh: 2; 3CLpro inhibitor: -2; BoNT-A LC inh2: -0.2; MazF activator: -75; CCHFV vOTU inh: 3; SSB-PriA inh: 4; Anthrax LF inh2: -5; DUSP3 inh: -4; BoNT F protease: -9

Results for CC(C)OC(=O)CSc1nnc(-c2ccc(O)cc2)n1Cc1ccccc1 ?
PrPC TRFRET: 0; Rv3671c inh: 6; 3CLpro inhibitor: -8; BoNT-A LC inh2: -0.5; MazF activator: 1; CCHFV vOTU inh: -4; SSB-PriA inh: -4; Anthrax LF inh2: -5; DUSP3 inh: 13; BoNT F protease: -8

How did CCC(C)NC(=O)c1ccccc1NC(=O)COc1ccc(OC)cc1 (centres undefined) do in these assays?
PrPC TRFRET: 6; 3CLpro inhibitor: -3; BoNT-A LC inh2: 0.5; MazF activator: 2; CCHFV vOTU inh: 13; SSB-PriA inh: -9; Anthrax LF inh2: 0; DUSP3 inh: -17; BoNT F protease: 3

Results for COc1ccc(F)cc1S(=O)(=O)NCC(=O)NCc1cc(=O)n(C)c(=O)n1C ?
PrPC TRFRET: -1; Rv3671c inh: -7; 3CLpro inhibitor: -1; BoNT-A LC inh2: -2.0; MazF activator: 5; CCHFV vOTU inh: 6; SSB-PriA inh: -7; Anthrax LF inh2: -1; DUSP3 inh: 28; BoNT F protease: 5

What do the screens show for `Cc1ccc(-n2nc(C)c(NC(=O)CCl)c2C)cc1C`?
PrPC TRFRET: -8; Rv3671c inh: 1; 3CLpro inhibitor: 2; BoNT-A LC inh2: 0.1; MazF activator: -3; CCHFV vOTU inh: -16; SSB-PriA inh: 5; Anthrax LF inh2: -3; DUSP3 inh: 12; BoNT F protease: -7

How did CCOC(=O)CC1CCCCN1C(=O)c1cc(COc2cccc3cnccc23)on1 (centres undefined) do in these assays?
PrPC TRFRET: 13; Rv3671c inh: -5; 3CLpro inhibitor: 0; BoNT-A LC inh2: -1.1; MazF activator: 2; CCHFV vOTU inh: -11; SSB-PriA inh: 2; Anthrax LF inh2: 0; DUSP3 inh: 46; BoNT F protease: 0

What do the screens show for `COc1ccc(NC(=O)C2COc3ccccc3O2)cc1S(=O)(=O)N1CCOCC1` (centres undefined)?
PrPC TRFRET: 10; Rv3671c inh: -12; BoNT-A LC inh2: 0.6; MazF activator: -1; CCHFV vOTU inh: 8; SSB-PriA inh: 2; Anthrax LF inh2: -4; BoNT F protease: 6

Results for COc1ccc(CCNC(=O)CC(=O)N/N=C\c2ccc(OCC(N)=O)cc2)cc1OC ?
PrPC TRFRET: -8; BoNT-A LC inh2: 0.4; MazF activator: 0; CCHFV vOTU inh: -6; Anthrax LF inh2: 2; BoNT F protease: 2

What do the screens show for `COc1cc(OC)cc(-c2nnc(SCC(=O)Nc3cccc(C(=O)O)c3)s2)c1`?
PrPC TRFRET: -7; Rv3671c inh: -4; 3CLpro inhibitor: -5; BoNT-A LC inh2: -0.1; MazF activator: -7; CCHFV vOTU inh: -15; SSB-PriA inh: -15; Anthrax LF inh2: -8; DUSP3 inh: 3; BoNT F protease: -4

How did O=C(OCC(=O)N1CCN(c2ccccc2)CC1)c1ccc(Cl)nc1 do in these assays?
PrPC TRFRET: 2; Rv3671c inh: -2; BoNT-A LC inh2: -2.8; MazF activator: 5; CCHFV vOTU inh: -6; SSB-PriA inh: -2; Anthrax LF inh2: 2; BoNT F protease: -6

What do the screens show for `CCn1c2ccc(C)cc2c2n[nH]c(=S)nc21`?
PrPC TRFRET: -9; Rv3671c inh: -7; 3CLpro inhibitor: -3; MazF activator: -1; CCHFV vOTU inh: 9; SSB-PriA inh: -2; DUSP3 inh: 6

Results for O=C1CSc2ccc(C(=O)NCc3ccccn3)cc2N1 ?
PrPC TRFRET: -5; Rv3671c inh: -2; BoNT-A LC inh2: 0.2; MazF activator: 5; CCHFV vOTU inh: 6; SSB-PriA inh: -12; Anthrax LF inh2: -11; BoNT F protease: -3

Results for Cc1sc2nc(SCc3nnc(-c4cccs4)o3)n(C3CCCC3)c(=O)c2c1C ?
PrPC TRFRET: -1; Rv3671c inh: -7; 3CLpro inhibitor: 4; BoNT-A LC inh2: -0.3; MazF activator: -1; CCHFV vOTU inh: 31*; SSB-PriA inh: -4; Anthrax LF inh2: -9; DUSP3 inh: 30; BoNT F protease: 3

Results for Cc1ccccc1NC(=O)CN1C(=O)CSc2ccc(S(=O)(=O)N3CCCC3)cc21 ?
PrPC TRFRET: 3; Rv3671c inh: 0; 3CLpro inhibitor: 4; BoNT-A LC inh2: -2.7; MazF activator: 4; CCHFV vOTU inh: 17; SSB-PriA inh: -2; Anthrax LF inh2: 2; DUSP3 inh: -6; BoNT F protease: -5

Results for COc1ccc(CC(=O)Nc2cc(S(=O)(=O)Nc3ccc(OC)cc3)ccc2OC)cc1 ?
PrPC TRFRET: 9; Rv3671c inh: -12; BoNT-A LC inh2: -0.1; MazF activator: 1; CCHFV vOTU inh: 1; SSB-PriA inh: 1; Anthrax LF inh2: 0; BoNT F protease: -9

What do the screens show for `COC(=O)c1sccc1NC(=S)Nc1cc(OC)ccc1OC`?
PrPC TRFRET: 1; Rv3671c inh: -18; 3CLpro inhibitor: 2; MazF activator: 2; CCHFV vOTU inh: 10; SSB-PriA inh: -1; DUSP3 inh: 16

What do the screens show for `NS(=O)(=O)c1ccc(CCNC(=O)NC23CC4CC(CC(C4)C2)C3)cc1`?
PrPC TRFRET: -7; Rv3671c inh: 6; 3CLpro inhibitor: -1; BoNT-A LC inh2: 0.0; MazF activator: 9; CCHFV vOTU inh: 1; SSB-PriA inh: -1; Anthrax LF inh2: -2; DUSP3 inh: -3; BoNT F protease: 0

What do the screens show for `O=C(NN1C(=O)C2C3C=CC(C3)C2C1=O)c1ccccc1` (centres undefined)?
PrPC TRFRET: -5; Rv3671c inh: -2; 3CLpro inhibitor: 1; BoNT-A LC inh2: -0.4; MazF activator: 1; CCHFV vOTU inh: 1; SSB-PriA inh: -13; Anthrax LF inh2: 0; DUSP3 inh: -8; BoNT F protease: 0

What do the screens show for `Cc1ccc(SCc2[nH]nc3c2C(c2cccnc2)C(C#N)=C(N)O3)cc1` (centres undefined)?
PrPC TRFRET: -1; Rv3671c inh: -16; 3CLpro inhibitor: 0; BoNT-A LC inh2: 1.2; MazF activator: -1; CCHFV vOTU inh: 14; SSB-PriA inh: 9; Anthrax LF inh2: -4; DUSP3 inh: -1; BoNT F protease: 0

Results for O=[N+]([O-])c1cc(Br)cc(C=Nc2ccc3c(c2)OCO3)c1O ?
PrPC TRFRET: 8; Rv3671c inh: 13; 3CLpro inhibitor: 0; BoNT-A LC inh2: -0.5; MazF activator: -2; CCHFV vOTU inh: 11; SSB-PriA inh: -3; Anthrax LF inh2: -5; DUSP3 inh: -5; BoNT F protease: -8

How did CCN1C(=O)[C@H]2[C@@H](c3ccc(OC)cc3)N3C(=O)CN(CCOC)C(=O)[C@@]3(Cc3ccccc3)[C@H]2C1=O do in these assays?
PrPC TRFRET: -1; Rv3671c inh: 0; 3CLpro inhibitor: 2; BoNT-A LC inh2: 0.1; MazF activator: 5; CCHFV vOTU inh: 5; SSB-PriA inh: -9; Anthrax LF inh2: -2; DUSP3 inh: 32; BoNT F protease: -2

Results for O=C1CN(S(=O)(=O)c2cc(C(F)(F)F)ccc2Cl)CCN1 ?
PrPC TRFRET: 4; Rv3671c inh: -1; BoNT-A LC inh2: -0.2; MazF activator: 1; CCHFV vOTU inh: 2; SSB-PriA inh: -3; Anthrax LF inh2: -4; BoNT F protease: 1

What do the screens show for `CCn1c(-c2cccn(Cc3ccccc3)c2=O)n[nH]c1=S`?
PrPC TRFRET: 5; Rv3671c inh: 3; 3CLpro inhibitor: 0; BoNT-A LC inh2: -0.8; MazF activator: -3; CCHFV vOTU inh: 5; SSB-PriA inh: -5; Anthrax LF inh2: -6; DUSP3 inh: 13; BoNT F protease: -3

What do the screens show for `CCc1ccc(NC(=O)CC2C(=O)N(c3cccc(C)c3)C(=O)N2C2CC2)cc1` (centres undefined)?
PrPC TRFRET: -5; Rv3671c inh: -1; 3CLpro inhibitor: -1; BoNT-A LC inh2: -0.5; MazF activator: -4; CCHFV vOTU inh: 0; SSB-PriA inh: -10; Anthrax LF inh2: -1; DUSP3 inh: -1; BoNT F protease: 4

Results for Cc1cc(C)nc(-n2nc(C)cc2NC(=O)C(C)C)n1 ?
PrPC TRFRET: 2; Rv3671c inh: 2; 3CLpro inhibitor: 6; BoNT-A LC inh2: -0.6; MazF activator: 3; CCHFV vOTU inh: 0; SSB-PriA inh: 4; Anthrax LF inh2: 5; DUSP3 inh: 17; BoNT F protease: -4

How did COc1ccc(-c2csc(C(C)(O)c3ccncc3)n2)cc1OC (centres undefined) do in these assays?
PrPC TRFRET: -5; BoNT-A LC inh2: -0.2; CCHFV vOTU inh: -6; Anthrax LF inh2: -2; BoNT F protease: 2

What do the screens show for `O=C(COC(=O)c1ccccc1O)NNC(=O)c1ccc(Br)cc1`?
PrPC TRFRET: 0; BoNT-A LC inh2: 1.5; MazF activator: 1; CCHFV vOTU inh: -3; SSB-PriA inh: 3; Anthrax LF inh2: 8; BoNT F protease: 0

How did O=C(COC(=O)CCNS(=O)(=O)c1ccccc1)NC1CC1 do in these assays?
PrPC TRFRET: 1; Rv3671c inh: 3; BoNT-A LC inh2: 0.3; MazF activator: 3; CCHFV vOTU inh: -4; SSB-PriA inh: -3; Anthrax LF inh2: -5; BoNT F protease: 10

Part of the list above in order of length of the SMILES, descending:
How did CCCN(CCC)C(=O)Cn1c(=O)n(CCCCCC(=O)Nc2ccccc2)c(=O)c2sccc21 do in these assays?
PrPC TRFRET: -3; Rv3671c inh: 4; 3CLpro inhibitor: 1; BoNT-A LC inh2: 0.1; MazF activator: 5; CCHFV vOTU inh: 1; SSB-PriA inh: -5; Anthrax LF inh2: 0; DUSP3 inh: 16; BoNT F protease: 3

Results for Cc1sc2nc(SCc3nnc(-c4cccs4)o3)n(C3CCCC3)c(=O)c2c1C ?
PrPC TRFRET: -1; Rv3671c inh: -7; 3CLpro inhibitor: 4; BoNT-A LC inh2: -0.3; MazF activator: -1; CCHFV vOTU inh: 31*; SSB-PriA inh: -4; Anthrax LF inh2: -9; DUSP3 inh: 30; BoNT F protease: 3

What do the screens show for `COC(=O)c1sccc1NC(=S)Nc1cc(OC)ccc1OC`?
PrPC TRFRET: 1; Rv3671c inh: -18; 3CLpro inhibitor: 2; MazF activator: 2; CCHFV vOTU inh: 10; SSB-PriA inh: -1; DUSP3 inh: 16
